hcDAF-12 act: H. contortus DAF-12 activation, primary screen | HEK293 hcDAF-12 lit1-tk-luc reporter, luminescence; 0% DMSO, 100% Δ7-dafachronic acid | activation, % at 6.8 µM | actives 1.4% (n = 370,000) | AID 652067;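 active = activation above the mean of all tested compounds plus 3 SD, cut at about 5.5% in these data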;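 also: 100% = response to 3 µM Δ7-dafachronic acid high control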
ssDAF12 agonist: activates DAF-12 receptor from parasite S. stercoralis; actives 1% (n = 370,000); HEK293 ssDAF-12/GRIP1 lit1-tk-luc reporter, luminescence; % of 3 µM dafachronic acid response; activation, % at 6.8 µM; AID 652126;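 active = activation above the mean over all tested compounds plus 3 SD, cut at about 0.9% in these data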;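 also: 0% = DMSO-only wells and 100% = 3 µM delta7-dafachronic acid wells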
PLCb3 inh: inhibitors of human phospholipase C beta3 | Q01970 | actives 0.18% (n = 370,000) | inhibition, % at 12.2 µM | Purified PLC-beta3, fluorogenic substrate, fluorescence | AID 720704; in the data active = inhibition above about 11%;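 also: 0% = median of compound wells on plate and 100% = full blocker control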
hgDAF12 agonist: activates the H. glycines DAF-12 receptor ligand-binding domain. HEK293 GAL4-hgDAF12 UAS-luciferase reporter, agonist luminescence; normalized to butyrate control. activation, % at 6.8 µM. actives 1.8% (n = 370,000). AID 687014;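 active = activation above a cutoff set at the mean of all screened compounds plus 3 SD, cut at about 10% in these data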;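 also: 0% = DMSO wells and 100% = sodium butyrate wells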
DAX1 inh-1: NR0B1 (DAX1) inhibition | inhibition, % at 6.75 µM | P51843 | actives 0.99% (n = 340,000) | HEK293 Gal4-DAX1 luciferase reporter, luminescence | AID 504766;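 active = inhibition above the mean over all tested compounds plus 3 SD, cut at about 4.2% in these data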;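 also: 0% = DAX1-transfected cells with DMSO and 100% = empty-vector control cells with DMSO; inhibition shows as a rise in luminescence from relieved DAX1 repression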
Target sequence (P51843 207-470 limits assumed): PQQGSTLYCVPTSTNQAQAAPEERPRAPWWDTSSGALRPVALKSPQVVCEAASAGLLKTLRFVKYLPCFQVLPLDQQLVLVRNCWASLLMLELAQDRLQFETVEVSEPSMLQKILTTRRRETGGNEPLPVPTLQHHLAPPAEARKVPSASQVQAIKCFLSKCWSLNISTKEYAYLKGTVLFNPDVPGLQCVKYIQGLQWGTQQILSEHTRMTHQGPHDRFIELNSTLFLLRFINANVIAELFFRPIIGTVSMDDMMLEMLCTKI
ADAM17 inh: inhibitors of human ADAM17; P78536; recombinant ADAM17, EDANS/DABCYL FRET peptide cleavage; inhibition, % at 6.95 µM; actives 0.83% (n = 370,000); AID 720648;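 active = inhibition above the mean of compounds lying between control limits plus 3 SD, set per campaign, cut at about 8.5% in these data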;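 also: 0% = DMSO-only wells as the low control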
Target sequence (P78536 215-824 limits assumed): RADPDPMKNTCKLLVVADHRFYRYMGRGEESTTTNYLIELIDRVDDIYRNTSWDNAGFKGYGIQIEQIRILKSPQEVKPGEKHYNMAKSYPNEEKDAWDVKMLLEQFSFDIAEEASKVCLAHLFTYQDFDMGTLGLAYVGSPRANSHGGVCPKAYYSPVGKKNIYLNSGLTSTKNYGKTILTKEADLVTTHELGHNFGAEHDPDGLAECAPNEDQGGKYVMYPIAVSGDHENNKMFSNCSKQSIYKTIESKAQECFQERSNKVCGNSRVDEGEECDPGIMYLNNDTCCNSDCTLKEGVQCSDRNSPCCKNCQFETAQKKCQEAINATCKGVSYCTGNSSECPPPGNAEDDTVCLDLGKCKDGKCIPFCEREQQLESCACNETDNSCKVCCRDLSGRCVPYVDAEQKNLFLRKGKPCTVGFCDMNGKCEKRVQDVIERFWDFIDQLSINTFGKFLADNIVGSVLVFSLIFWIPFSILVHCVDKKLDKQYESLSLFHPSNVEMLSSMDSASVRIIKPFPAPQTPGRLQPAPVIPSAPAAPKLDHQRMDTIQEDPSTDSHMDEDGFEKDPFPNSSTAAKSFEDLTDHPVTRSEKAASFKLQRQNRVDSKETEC
ADAM10 inh: ADAM10 inhibition, QFRET primary screen; recombinant ADAM10, EDANS/DABCYL FRET peptide cleavage, 3 h; AID 720582; actives 0.62% (n = 370,000); inhibition, % at 7 µM; O14672;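 active = inhibition above a per-campaign cutoff equal to the mean of compounds falling between control-based bounds plus 3 SD, cut at about 20% in these data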;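 also: 0% = DMSO wells while the 100% control is not disclosed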
PLCg1 inh: blocks human PLC-gamma1 enzyme activity; purified PLC-gamma1, fluorogenic substrate, fluorescence; inhibition, % at 12.2 µM; actives 0.84% (n = 370,000); in the data active = inhibition above about 9.5%
DAX1 inh-2: blocks DAX1 repression of SF-1 activated StAR promoter; HEK293T StAR-luciferase reporter, SF-1/DAX-1 repression relief; actives 1.1% (n = 370,000); inhibition, % at 6.8 µM; AID 652010;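 active = inhibition above the mean over all tested compounds plus 3 SD, cut at about 3.6% in these data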;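 also: 0% = DAX-1 cells with DMSO and 100% = cells lacking DAX-1 with DMSO; higher inhibition means more luminescence from relief of DAX-1 repression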
sPLA2-III inh: Blocks human group III sPLA2 activity; Q9NZ20; QFRET BODIPY PC-A2 liposome hydrolysis, fluorescence; inhibition, % at 12.2 µM; actives 0.56% (n = 370,000); AID 743126;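 active = inhibition above mean plus 3 SD of compounds lying within the high and low control bounds, cut at about 19% in these data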;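 also: 0% = median of test compound wells and 100% = no enzyme DMSO wells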
GAA850 FXN act: activators of GAA850 frataxin (FXN) promoter. HEK293 lucGAA850 FXN promoter luciferase reporter, 24 h; percent of 10 µM SAHA response. activation, % at 6 µM. actives 0.56% (n = 360,000). AID 540364;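 active = activation above the average of all compounds screened plus 3 SD, cutoff fixed separately per campaign, cut at about 7.5% in these data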;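 also: 0% = DMSO wells and 100% = 10 µM SAHA wells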
Active calls of the source: *; i = inactive; · = no result given.

SMILES	hcDAF-12 act	ssDAF12 agonist	PLCb3 inh	hgDAF12 agonist	DAX1 inh-1	ADAM17 inh	ADAM10 inh	PLCg1 inh	DAX1 inh-2	sPLA2-III inh	GAA850 FXN act
CCCS(=O)(=O)N1CCCC(C(=O)Oc2ccc(OC)cc2)C1 (stereo not given)	-0.5	-0.2	-5	0.8	0.6	-2	-2	3	-0.4	-4	1.3
CCN1CCN(C(=O)c2ccc(CS(=O)Cc3ccc(C)cc3)o2)CC1 (stereo not given)	0.8	-1.1	-8	-1.2	0.4	-1	-1	0	0.5	8	-0.3
CC(C)(C)c1ccc(/C=C2\Oc3cc(O)ccc3C2=O)cc1	-0.3	-1.3	i	1.3	1.0	-12	-22	-497	0.4	-29	1.4
O=C(c1cnccn1)N1CCN(c2ccccc2F)CC1	-0.1	0.7	-2	-1.6	-0.5	-4	-2	-1	2.0	-3	3.3
Cc1ccc(NC(=O)C(Cc2ccccc2)NC(=O)OCc2ccccc2)cc1C (stereo not given)	-1.2	-0.7	5	1.4	-1.4	4	-2	1	-0.3	-16	-2.0
CCc1cccc(NC(=O)C2CCCN2S(=O)(=O)c2cccc3cccnc23)c1 (stereo not given)	-4.5	-1.7	-3	-3.2	-0.8	3	-5	-1	-1.8	8	-1.7
CC(Oc1ccc(Br)cc1)C(=O)N(Cc1ccccc1)c1c(N)n(Cc2ccccc2)c(=O)[nH]c1=O (stereo not given)	0.3	-0.5	6	-2.8	0.7	5	6	6	0.8	2	-7.3
O=C(CSc1n[nH]c(=O)n1C1CC1)NCc1ccccc1	-1.8	-0.8	-7	1.9	1.8	-4	-5	1	-0.6	3	-1.6
Cc1ccc(-c2nc(CS(=O)CC(=O)NC3CCC(C)CC3)c(C)o2)cc1 (stereo not given)	0.9	-0.7	-5	-3.0	0.2	3	-13	-4	0.2	-2	1.2
O=C(Nc1nnc(Cc2ccccc2F)s1)Nc1ccccc1F	0.9	-1.5	-5	3.5	2.9	-1	6	4	0.4	-4	2.8
CC1=CC(=O)C=C(C)C1=NOC(=O)/C=C\c1ccccc1	0.4	-0.3	0	-4.0	0.2	4	-13	1	0.2	-15	0.7
Cc1cc(OCc2nnc(SC(C)C(=O)O)n2-c2ccccc2)ccc1Cl (stereo not given)	1.0	-1.6	-7	3.0	0.0	-4	5	-4	0.9	2	0.1
COc1ccc(C2NCCc3c2[nH]c2ccccc32)cc1COc1ccc(F)cc1 (stereo not given)	1.3	-0.5	-3	0.0	-1.0	4	6	-2	0.9	-5	0.2
CCn1cc(CCC(=O)NCc2ccccc2OC)c2ccccc21	-0.3	-0.6	-9	0.2	-1.5	0	0	-6	-0.3	-1	2.6
CCCCOc1ccc(Cl)cc1CSc1nnc(C)n1N	-0.6	-1.0	2	3.2	0.1	-2	0	1	-0.3	5	-3.9
CSc1nc(C)cc(OCC(=O)n2nc(C)cc2C)n1	0.6	-1.1	1	-0.7	-0.9	0	-2	2	-0.4	-1	-1.6
COc1ccc(N(CC(=O)NCCC2=CCCCC2)S(=O)(=O)c2c(C)[nH]c(=O)[nH]c2=O)cc1	-1.7	-1.5	-7	1.3	3.2	-6	-9	0	-0.3	-7	1.2
CC1CCCC(C)N1C(=O)CCN1C(=O)C2C3C=CC(C3)C2C1=O (stereo not given)	-2.2	-0.5	-7	-0.7	0.3	3	-6	2	-0.2	11	-2.0
Cc1sc2nc(C3CC3)nc(SCC(=O)N3CCCc4ccccc43)c2c1C	-3.1	-1.9	2	-1.7	·	-1	1	2	-1.3	2	·
O=C(/C=C/c1cccs1)N1CCCC1	-0.8	-0.8	1	0.9	-0.1	-2	-3	1	0.2	1	0.7
O=C(N/C(=C/c1cccnc1)C(=O)N1CCOCC1)c1ccccc1	1.6	-0.4	2	-0.8	-1.3	-1	1	-2	0.6	-1	1.4
CCN(CC)S(=O)(=O)c1ccc(/C=C/C(=O)OCC#N)cc1	-1.2	-0.9	1	1.3	-0.1	-5	-1	2	0.3	10	1.4
Cc1nn(C)c(C)c1C(C)NC(=O)c1ccc(OC2CCN(Cc3ccccn3)CC2)cc1 (stereo not given)	0.0	-1.0	-3	-1.3	-1.7	-1	-5	2	-0.5	1	-5.3
COc1ccc(NC(=O)c2cc(C(C)C)on2)c(OC)c1	6.4*	-0.6	0	8.3	0.7	-3	-12	-3	3.1	-4	4.6
O=C1CCCN1CCCN1CC(C(=O)N(CCO)Cc2ccccc2)CCC1=O (stereo not given)	0.7	0.3	-4	-1.6	0.5	-4	-3	-1	-0.2	4	1.4
O=C(Nc1ccc(OCc2ccccc2)cc1)Nc1cccnc1	-1.5	-1.3	-1	-1.8	2.0	2	0	3	-1.1	-10	2.1
COc1cccc(NC(=O)CN(C)C(=O)CSc2nc(C)cc(C)n2)c1	-0.3	-1.1	-8	-2.9	-0.3	-4	-14	2	-0.8	11	1.3
COc1cc(C(=S)N2CCCC2)ccc1OS(=O)(=O)c1ccc(NC(C)=O)cc1	-3.5	-2.2	1	2.2	-2.0	0	1	-2	-1.6	-6	2.1
Cc1cc(C(=O)NCCN2CCOCC2)ccc1[N+](=O)[O-]	-0.1	-0.9	-1	-0.2	·	-3	-7	1	0.1	7	-0.7
CN1C(=O)CC(N2CCC(C(N)=O)(N3CCCCC3)CC2)C1=O (stereo not given)	0.2	-1.5	-5	-0.9	-0.7	-1	1	-4	0.1	10	-0.5
BrC(=C\c1ccccc1)/C=N/Nc1ccc2nncn2n1	-2.2	-1.7	-12	-1.4	-0.1	0	-4	-3	-0.5	7	0.3
COCCNc1nc(N)c([N+](=O)[O-])c(NCc2ccccc2)n1	-3.0	-1.2	0	3.9	-0.4	0	-2	7	-0.4	-1	3.0
Cc1ccc(Cn2ccc(NC(=O)c3cc(C(C)C)on3)n2)cc1	-1.1	-1.0	-5	3.9	0.4	-2	0	1	-1.0	8	2.2
Cc1ccccc1-c1nnc(SCC(=O)Nc2cccc(C)c2C)o1	0.0	-1.2	-3	-1.3	1.0	0	5	1	-0.5	-1	-4.2
O=C(NNC(=O)c1ccc(Br)s1)NC1CCCCC1	-4.2	-1.2	-5	6.7	0.6	-4	-5	-1	-1.0	7	0.7
C[C@H](NC(=O)N1CCn2c1nc1ccccc12)C(=O)NC1CC1	-1.7	-0.6	0	-1.1	1.3	1	-1	2	0.1	0	2.1
COC(=O)c1ccc(/C=N/NC(=O)c2ccc3nc[nH]c3c2)cc1	-1.0	-0.7	-2	-2.2	0.3	1	6	5	-0.1	-1	1.5
CC1=C(C(=O)N(C)C)CC(CC(=O)NCCCCc2ccccc2)C(=O)N1Cc1ccccc1 (stereo not given)	0.5	0.0	2	0.8	0.4	0	-17	2	0.9	2	-1.1
COc1ccc(-c2cn[nH]c2C)cc1OC	-1.1	-1.8	0	2.0	0.5	3	2	0	0.3	2	1.6
Cc1nc2scc(C)n2c(=O)c1S(=O)(=O)Nc1ccc(N2CCN(S(C)(=O)=O)CC2)cc1	-1.6	-0.7	0	-2.2	-0.5	-3	6	5	-0.8	-9	-0.9
CCNC(=S)NS(=O)(=O)c1ccc(F)cc1	-0.6	-1.2	-2	-2.0	-0.2	-1	-1	5	-0.1	6	1.6
COc1cc2[nH]c(=S)nc(NCc3ccccc3)c2cc1OC	-1.4	-1.6	-12	0.4	-0.1	-4	-18	-2	0.6	9	-0.7
O=C1NC[C@@H](CCCCN2C[C@H](Cc3ccc(O)cc3)N(CCc3ccccc3)C(=O)C2=O)N(CC2CCCCC2)C1=O	-0.9	-0.9	-6	2.0	·	-1	-16	-2	-0.4	-11	·
O=C(O)CCc1ccc(-c2ccccc2)n1-c1cccc(C(=O)O)c1	1.3	-0.5	-49	9.6	2.4	-23	-54	-28	0.6	-24	1.6
CCOc1c(Br)cc(C(N)=O)cc1OCc1ccccc1	-2.3	-1.1	1	0.1	-0.2	-1	1	1	-0.5	-9	3.5
Cc1ccc(S(=O)(=O)N(C)S(=O)(=O)c2ccc(C)cc2)cc1	-1.5	-1.4	0	1.2	-1.0	4	7	-1	-0.8	-11	0.8
O=C(NC1CCCCC1)C(c1ccccc1)N1CCOCC1 (stereo not given)	-0.7	-1.3	3	-0.9	0.5	-4	1	-1	-1.1	-3	0.2
CN(C(=O)COC(=O)c1nc(Cl)c(Cl)c(Cl)c1Cl)C1CCS(=O)(=O)C1 (stereo not given)	-0.5	0.1	-4	-4.7	0.2	-4	-7	-2	-1.2	11	7.4
COc1cccc(CC(=O)N(Cc2ccccc2)c2ccccc2C(=O)Nc2cc(OC)ccc2OC)c1	-1.9	-1.6	-29	-0.3	·	12*	3	-17	-0.1	-10	·
Cc1cc2nc(N)sc2cc1[N+](=O)[O-]	-0.4	-1.0	2	7.3	-0.1	0	0	2	0.0	5	0.3

The final 5 records of the section above are carried over, then new ones follow.
SMILES	hcDAF-12 act	ssDAF12 agonist	PLCb3 inh	hgDAF12 agonist	DAX1 inh-1	ADAM17 inh	ADAM10 inh	PLCg1 inh	DAX1 inh-2	sPLA2-III inh	GAA850 FXN act
Cc1ccc(S(=O)(=O)N(C)S(=O)(=O)c2ccc(C)cc2)cc1	-1.5	-1.4	0	1.2	-1.0	4	7	-1	-0.8	-11	0.8
O=C(NC1CCCCC1)C(c1ccccc1)N1CCOCC1 (stereo not given)	-0.7	-1.3	3	-0.9	0.5	-4	1	-1	-1.1	-3	0.2
CN(C(=O)COC(=O)c1nc(Cl)c(Cl)c(Cl)c1Cl)C1CCS(=O)(=O)C1 (stereo not given)	-0.5	0.1	-4	-4.7	0.2	-4	-7	-2	-1.2	11	7.4
COc1cccc(CC(=O)N(Cc2ccccc2)c2ccccc2C(=O)Nc2cc(OC)ccc2OC)c1	-1.9	-1.6	-29	-0.3	·	12*	3	-17	-0.1	-10	·
Cc1cc2nc(N)sc2cc1[N+](=O)[O-]	-0.4	-1.0	2	7.3	-0.1	0	0	2	0.0	5	0.3
O=C(Cc1ccccc1[N+](=O)[O-])N/N=C/c1cccnc1	2.1	-0.3	-6	0.3	1.0	1	-7	0	1.3	-2	3.3
Cc1ccc(C)c(/C(O)=C2\C(=O)C(=O)N(CCCn3ccnc3)C2c2ccncc2)c1 (stereo not given)	0.8	-0.7	2	1.6	-0.7	-1	14	5	-0.5	-2	1.7
CCn1c(Cc2ccccc2)nnc1SCc1ccc([N+](=O)[O-])cc1	-2.0	-1.3	5	0.9	0.4	0	9	3	-0.6	-2	0.7
O=C(/C=C/c1cccc(F)c1)Nc1cc(S(=O)(=O)N2CCOCC2)ccc1N1CCCC1	-1.3	-1.3	0	-2.5	-1.1	0	1	1	-0.1	-4	0.1
CCCOc1ccc(S(=O)(=O)NCCN2CCOCC2)c2ccccc12	-1.0	-1.6	-1	-0.8	0.1	2	1	3	-0.5	-14	1.7
